Screening data (PubChem)
HCV NS3h FP: blocks HCV NS3 helicase binding to DNA | inhibition, % at 100 µM | hit rate 1.6% among 16,000 | NS3h Cy5-dT15 DNA binding, fluorescence polarization;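 active = inhibition above the average over every tested compound plus 3 SD, cut at about 40% in these data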
Cy5 interf NS3h: counter-screen for HCV NS3 helicase inhibitors: fluorescence interference; fluorescence interference ratio at 100 µM; Cy5-dT15 DNA with NS3h; actives lie on both sides; signal over control mean, under 1 quenches; hit rate 6% among 16,000;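 active = compound fluorescence over control fluorescence at most 0.8, a quencher, or at least a set upper limit, an enhancer; inactive = ratio between 0.8 and the set upper limit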
The depositor's hits bear a star. The order is random (roughly 6.7% active in at least one column).

SMILES	HCV NS3h FP	Cy5 interf NS3h
COC(=O)c1ccccc1-c1ccc(/C=C2/C(=O)N(c3ccccc3)N=C2C)o1	15.7	1
CCN(CC)CCN1C(=O)c2ccccc2NC1c1ccccc1F (stereo not given)	3.6	1.09
O=[N+]([O-])c1ccc(-c2ccc(/C=C/c3ccc4ccccc4n3)o2)cc1	14.2	1.08
COc1ccc2c(=O)cc(C(Cl)(Cl)Cl)oc2c1	15.2	0.654*
Cc1ccc(C(C)C)c(OCCOc2ccccc2/C=C2/SC(=S)N(C)C2=O)c1	4.4	1.01
O=C1NC(=O)N(c2ccc(Cl)cc2)C(=O)/C1=C/c1ccc(I)o1	55.5*	1.34*
Cc1nc2ccccn2c1C(=O)NC(C)c1ccccc1 (stereo not given)	-4.3	1.07
O=C(NCCOC(=O)c1ccc(F)cc1)c1ccncc1	-8.5	0.965
COc1ccc(N(CC(=O)NCC2CCCO2)S(=O)(=O)c2ccc(OC)c(OC)c2)cc1 (stereo not given)	2.7	1.04
O=C(NCCCN1CCOCC1)/C(=C/c1ccc(-c2cccc([N+](=O)[O-])c2)o1)NC(=O)c1ccccc1	5.2	0.866
CCOC(=O)c1c(-c2ccccc2)oc2ccc(OC(C)C(=O)OCC)cc12 (stereo not given)	14.0	0.952
Cc1c(-n2c(CN3C(=O)c4ccccc4C3=O)nc3ccccc3c2=O)c(=O)n(-c2ccccc2)n1C	-2.6	0.958

Sorted by value in HCV NS3h FP (largest number first): some entries from above.
| smiles | HCV NS3h FP |
| --- | --- |
| O=[N+]([O-])c1ccc(-c2ccc(/C=C/c3ccc4ccccc4n3)o2)cc1 | 14.2 |
| COc1ccc(N(CC(=O)NCC2CCCO2)S(=O)(=O)c2ccc(OC)c(OC)c2)cc1 (stereo not given) | 2.7 |
| Cc1c(-n2c(CN3C(=O)c4ccccc4C3=O)nc3ccccc3c2=O)c(=O)n(-c2ccccc2)n1C | -2.6 |

(list continues)
SMILES	HCV NS3h FP	Cy5 interf NS3h
COc1ccc(N2C(=O)C3C(C2=O)C2C=CC3C23CC3)c([N+](=O)[O-])c1 (stereo not given)	3.9	1.1
CCOC(=O)c1ccccc1NC(=O)C1CC(=O)N(c2ccc(CC)cc2)C1 (stereo not given)	14.7	0.997
C=CCOc1ccc2c(C)c(CC)c(=O)oc2c1	-1.6	1
CCOC(=O)C1=C(C)N=c2s/c(=C\c3ccc(Br)o3)c(=O)n2C1c1cccc(OC)c1 (stereo not given)	16.3	1.11
COc1ccc(NC(=O)COc2c(C)cc(C)cc2C)c(OC)c1	12.4	0.857
CCN(C(=O)c1ccccc1)c1ccccc1	-15.3	1.07
O=C(c1cc(F)c(F)cc1Cl)n1nnc2ccccc21	-11.6	1.01
O=C(NCCSc1ccccn1)c1cccc(Cl)c1	-9.4	1.02
C#CCOC(=O)CN1C(=O)c2cccc3cccc(c23)C1=O	4.1	1.05
CCOc1ccc(NC(=S)NC(NC(=O)Cc2cccc3ccccc23)C(Cl)(Cl)Cl)cc1 (stereo not given)	-8.2	1.01
CC1=C(C(=O)OCC2CCCO2)C(c2ccsc2)C2=C(CC(C)(C)CC2=O)N1 (stereo not given)	6.8	1.07
O=C(Nc1ccc(Cl)cc1)Oc1ccccc1[N+](=O)[O-]	9.7	0.91
O=C1CSC(=Nc2ccc(O)cc2)N1	4.2	0.993
O=C(c1ccc(Cl)cc1)N1CCN(c2c(Cl)cccc2[N+](=O)[O-])CC1	10.2	0.911
CCOC(=O)c1ccccc1NC(=O)c1ccc(Cl)cc1	13.0	0.991
O=C(CN(c1cccc(Br)c1)S(=O)(=O)c1ccccc1)Nc1ccc(Cl)cc1	6.9	0.943
COc1ccc(OCCNc2cc(N3CCOCC3)ccc2[N+](=O)[O-])cc1	22.2	0.868
CC1=N/C(=C\c2ccc(OC(F)F)cc2)C(=O)O1	0.0	1.05
O=C(Nc1ccc2oc(-c3cccnc3)nc2c1)c1sc2ccccc2c1Cl	5.8	0.944
NC(=O)CCN1C(=O)/C(=C\c2ccc(F)cc2)SC1=S	13.5	1.06
O=C(COc1ccccc1)Nc1cccc([N+](=O)[O-])c1	16.6	1.06
Cc1cccc(NC2=C(Cl)C(=O)N(c3ccc(Cl)cc3)C2=O)c1C	-1.6	0.96
O=C(NCCN1CCN(C(=O)c2ccc(Br)cc2)CC1)C(=O)Nc1ccccc1	2.8	0.998
COC(=O)c1c(C)oc2ccc(OCc3ccccc3Cl)cc12	7.6	0.891
CCC(C)NCC(O)Cn1c2ccc(Cl)cc2c2cc(Cl)ccc21 (stereo not given)	5.4	0.773*
CN(C)c1ccc(C(=S)N2CCN(c3cccc(Cl)c3)CC2)cc1	-3.0	1.03
COC(=O)c1ccccc1NC(=S)NC(=O)/C=C/c1ccccc1	-13.6	1.01
O=C(CCNc1cccc(Cl)c1)c1cccs1	-0.4	0.966
CCCC(O)=C1C(=O)CC(C)(C)CC1=Nc1ccccc1C	6.9	0.998
Cc1ccc2nc(-c3ccc(NC(=O)COc4ccc([N+](=O)[O-])cc4)cc3)sc2c1	-15.3	1.07
CS(=O)(=O)N(CC(=O)O)c1ccccc1	-2.0	1
NC(=O)COc1ccc(/C=C2\C(=O)NC(=O)N(Cc3ccccc3)C2=O)cc1	7.4	1
CCOc1ccccc1NC(=O)C(=O)NCc1cccnc1	6.1	0.897
O=C(c1ccc(Cl)c(Cl)c1)N1CCN(c2ccc([N+](=O)[O-])c(N3CCOCC3)c2)CC1	22.2	0.647*
COc1cccc(OCCOc2ccc(/C=C3/SC(=S)N(c4ccccc4)C3=O)cc2)c1	5.0	1.04
O=C(NC(=C(Cl)Cl)S(=O)(=O)c1ccc(Cl)cc1)c1ccccc1	1.7	0.788*

Reprinted at random: 5 entries already listed.
SMILES	HCV NS3h FP	Cy5 interf NS3h
CS(=O)(=O)N(CC(=O)O)c1ccccc1	-2.0	1
COc1cccc(OCCOc2ccc(/C=C3/SC(=S)N(c4ccccc4)C3=O)cc2)c1	5.0	1.04
O=C(CCNc1cccc(Cl)c1)c1cccs1	-0.4	0.966
Cc1ccc2nc(-c3ccc(NC(=O)COc4ccc([N+](=O)[O-])cc4)cc3)sc2c1	-15.3	1.07
CN(C)c1ccc(C(=S)N2CCN(c3cccc(Cl)c3)CC2)cc1	-3.0	1.03

New compounds follow.
SMILES	HCV NS3h FP	Cy5 interf NS3h
CCOC(=O)c1sc(NC(=O)COc2ccc(C)cc2Br)nc1C	12.6	1.05
CC1=NN(c2cccc(C(F)(F)F)c2)C(=O)/C1=C/c1ccc(N(C)C)cc1	5.6	1.1
Cc1ccc(/C=C(/C#N)C(=O)Nc2ccc(Cl)cc2)cc1[N+](=O)[O-]	2.5	1.04
CCOc1ccc(NC(=O)COc2ccccc2)cc1	-2.2	1.15
O=C1c2ccccc2C(=O)N1CC1=NCCc2ccccc21	10.0	0.968
CCN(C(=S)NC(=O)c1cccnc1)c1ccccc1	4.2	1.02
CC(C)C(=O)Nc1ccc(Br)cc1C(=O)O	-1.6	0.971
N#Cc1c2n(c3c(-c4ccccc4)ncnc13)CCC2	-0.6	1.12
CN(C)CCCNC(=O)/C=C/c1ccc(Cl)cc1	-11.5	0.957
COc1c(Br)cc(Br)cc1/C=N\NC(=O)CNC(=O)c1cccc(F)c1	5.0	0.963
O=C(O)c1ccc(OCc2ccoc2C(=O)O)cc1	-4.4	0.998
CC1=NN(c2ccc(S(N)(=O)=O)cc2)C(=O)/C1=C\c1ccc(-c2ccc(Cl)c(C(=O)OC(C)C)c2)o1	5.1	0.955
COc1ccc(C2CC(C(F)(F)F)n3ncc(C(=O)Nc4ccc(F)cc4F)c3N2)cc1OC (stereo not given)	-4.5	0.854
Cc1ccc(CCNc2ccc3ccccc3c2)cn1	29.9	0.995
Cc1cc(=O)[nH]c(SCCOc2ccc(C)c(C)c2)n1	10.1	0.952
COc1ccc(N2C(=O)NC(=O)/C(=C/c3cc(Br)c(OC)c(OC)c3)C2=O)cc1	7.0	1.02
NC(=O)CN1C(=O)/C(=C2\SC(=S)N(CCCC(=O)O)C2=O)c2ccccc21	13.3	0.846
Cc1cc(C)c(NC(=O)c2ccccc2Br)c(C)c1	6.6	0.986
COC(=O)c1cc(NC(=O)COc2ccc(C)cc2)cc(C(=O)OC)c1	10.6	1.1
O=C(Nc1ccc2c(c1)Cc1ccccc1-2)c1cc2ccccc2o1	8.2	1.06
COc1ccc(C2C(=C(O)c3ccccc3)C(=O)C(=O)N2c2cccnc2)cc1OC (stereo not given)	-4.9	1.01
O=C(Nc1cc(C(F)(F)F)ccc1Cl)c1cccs1	12.8	0.908
O=C(NCCC12CC3CC(CC(C3)C1)C2)Nc1ccccc1	9.1	0.95
O=C(Nc1ccccc1F)c1ccc2nccnc2c1	-0.9	1.03
Cc1ccc(C(=O)N2CCN(c3ccc([N+](=O)[O-])cc3)CC2C)cc1 (stereo not given)	16.1	0.98
O=C(Nc1ccc(Cl)c(Cl)c1)Nc1nnc(CSCc2ccccc2F)s1	6.0	0.985
COc1cc(NC(=O)c2c(Cl)cccc2Cl)c(OC)cc1Cl	12.7	1.01
COC(=O)C1=C(C)NC(=O)NC1c1sccc1C (stereo not given)	8.8	1.04
NC(=O)c1ccccc1NC(=O)N1CCOCC1	4.3	0.952
CN1C(=O)C(=Cc2c(Cl)cccc2Cl)C(=O)N(C)C1=O	42.4*	0.988
COc1ccc(-c2csc(Nc3ccc4c(c3)OCO4)n2)cc1F	-5.4	0.968
COc1cc2nc(-c3cccc(Br)c3)oc(=O)c2cc1OC	35.7	1.02
OCC(CO)C(c1ccccc1)c1ccccc1	-5.6	0.916
CCOC(=O)c1sc(NC(=O)c2cncc(Br)c2)nc1C	-15.0	1.06
CCN(CC)CCCCOc1c(C)ccc(C)c1C	1.6	0.976
CCCCC/C(=N/NC(=O)c1cccnc1)c1ccccc1	-0.3	0.905
Cc1cccn2c(=O)c(/C=C3\SC(=S)N(CCc4ccccc4)C3=O)c(NCCCn3ccnc3)nc12	8.5	0.914
O=C1NC(=O)N(c2cccc(F)c2)C(=O)/C1=C/c1ccc(O)c(Cl)c1	27.3	1.04
O=[N+]([O-])c1cc(S(=O)(=O)Nc2ccc(O)c(Br)c2)ccc1Cl	2.2	0.917
COc1ccc(/C(C)=N\N=C2/NC(=O)C(CC(=O)Nc3cc(Cl)ccc3Cl)S2)cc1 (stereo not given)	10.0	1.22*
COc1cc(/C=c2\sc3n(c2=O)C(c2c(OC)ccc4ccccc24)C(C(C)=O)=C(C)N=3)cc(OC)c1OC (stereo not given)	9.1	0.993
COc1ccc(N(CC(=O)Nc2ccc(C(C)C)cc2)S(=O)(=O)c2ccccc2)cc1	-2.9	0.991
N#Cc1c(SCC(=O)c2cccs2)nc2c(c1-c1ccncc1)CCCC2	13.4	1
O=C(CCCN1C(=O)/C(=C/c2cccs2)SC1=S)N1CCOCC1	15.7	1
O=C(O/N=C(\c1ccccc1)c1ccncc1)c1ccc(Br)cc1	24.9	0.66*
CCCN1C(=O)/C(=C2\SC(N)=NC2=O)c2ccccc21	7.9	0.873
Cc1cc(C)c(/C=N\n2cnnc2)cc1C	1.2	0.953
CCOC(=O)c1sc(NC(=O)c2ccccc2C)nc1C	17.1	0.994
CCOc1cc(C=C2C(=O)NC(=O)NC2=O)ccc1OCCOc1ccccc1C	7.3	1.04
O=C(O)c1ccccc1N1C(=O)c2ccc(Oc3ccc([N+](=O)[O-])cc3)cc2C1=O	13.6	1.16
CCOc1ccc(N2C(=O)/C(=C/c3ccc(OCc4cccc(C(=O)O)c4)cc3)C(=O)NC2=S)cc1	29.4	1.04
O=C(/C=C/c1ccccc1)Oc1ccc(C(=S)N2CCOCC2)cc1	16.9	1
O=[N+]([O-])c1cc(-n2ncnc2-c2cccs2)ccc1F	0.3	0.957
CSc1ccccc1NC(=O)c1nn2c(c1Br)NC(c1ccccc1)CC2C(F)(F)F (stereo not given)	7.4	1.01
COc1ccc(CONc2ncnc3nonc23)cc1[N+](=O)[O-]	-4.1	1.05
COc1ccc(CCNC(=O)C(=O)Nc2ccccc2C)cc1OC	15.5	1.12
CN(C)C1(c2cccs2)CS(=O)(=O)C1	7.9	0.987
Cc1onc(-c2ccccc2Cl)c1C(=O)NCCNc1c(Cl)cccc1[N+](=O)[O-]	13.1	0.965
O=C(COC(=O)c1cccc(N2C(=O)CCC2=O)c1)c1ccccc1	-7.2	1.04
CCOC(=O)C1=C(c2ccccc2)NC(=S)NC1c1cccc(OC)c1OC (stereo not given)	3.2	0.922
(continued)
SMILES	HCV NS3h FP	Cy5 interf NS3h
CCOc1ccc(NC(=S)NC(=O)/C=C/c2ccc(C)cc2)c([N+](=O)[O-])c1	12.4	0.935
CC(C)COc1ccc2c(c1)c1c3c(nccn32)CCC1	-3.4	0.762*
Cc1ccc(Cc2cnc(NC(=O)C3CCCO3)s2)cc1 (stereo not given)	9.9	0.924
CCOc1ccc(NC(=O)c2ccc(S(=O)(=O)N3CCOCC3)cc2)cc1	10.7	0.97
Cc1cccc(NC(=O)C2CC2(c2ccccc2)c2ccccc2)c1C (stereo not given)	8.8	1.06
O=C(/C=C/c1ccc(-c2ccccc2)o1)c1ccc(F)cc1	4.7	0.969
O=C(O)CCC(=O)N1N=C(c2ccc([N+](=O)[O-])cc2)CC1c1ccccc1Cl (stereo not given)	0.0	0.994
Cn1c(NC(=O)c2ccc3c(c2)OCO3)cc(=O)n(C)c1=O	2.7	1.09
O=C(Nc1ccc(F)cc1F)c1cnn2c1NC(c1ccco1)CC2C(F)(F)F (stereo not given)	10.7	1.03
Cc1ccccc1N1C(=O)NC(=O)/C(=C\c2ccc(OCc3cccc(C(=O)O)c3)cc2)C1=O	42.3*	1.06
O=C(Nc1sc2c(c1C(=O)NCCc1ccccc1)CCCCC2)c1ccccc1F	4.2	0.987
CC(=O)NC(C(Cl)(Cl)Cl)S(=O)(=O)c1ccccc1 (stereo not given)	2.5	1.14
Cc1cccc(N2C(=O)C(=O)C(=C(O)c3ccccc3)C2c2ccccc2)n1 (stereo not given)	2.4	1
CCOC(=O)/C(=C/C=C/N(C1CCCCC1)C1CCCCC1)C(C)=O	17.1	0.977

Of the compounds above, three have a cyano group.
SMILES	HCV NS3h FP	Cy5 interf NS3h
Cc1ccc(/C=C(/C#N)C(=O)Nc2ccc(Cl)cc2)cc1[N+](=O)[O-]	2.5	1.04
N#Cc1c2n(c3c(-c4ccccc4)ncnc13)CCC2	-0.6	1.12
N#Cc1c(SCC(=O)c2cccs2)nc2c(c1-c1ccncc1)CCCC2	13.4	1
